Screening results from PubChem.
eIF4E-4G inh: eIF4E/eIF4G interaction inhibition in translation initiation; P63073+Q04637; TR-FRET eIF4E-eIF4GI(517-606) binding, 2 h; inhibition, % at 21.7 µM; 220,000 tested, 0.37% active; AID 782;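 active = inhibition above about 30%, limit read from the data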;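 note: 0% = full FRET control wells and 100% = background wells lacking eIF4GI fragment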
p97 ATPase inh: human p97 ATPase inhibition; recombinant p97 ATPase, Kinase-Glo ATP luminescence, 3 h; inhibition, % at 8 µM; 220,000 tested, 0.42% active; in the data active = inhibition above about 15%;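 note: 0% = DMSO vehicle and 100% = wells lacking enzyme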
14-3-3 Bad PPI: disrupts binding of bovine 14-3-3 zeta to phospho-Bad peptide. P63103. TR-FRET 14-3-3zeta/Dy647-pBad peptide displacement, 1 h. inhibition, % at 21.7 µM. 220,000 tested, 0.71% active;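 active = inhibition above about 70%, limit read from the data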;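 note: 0% = full 14-3-3 plus peptide FRET controls and 100% = background without 14-3-3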
Rad51 HR inh: blocks human Rad51 in homologous recombination; Q06609; hRad51 DNA strand exchange, fluorescence dequenching; inhibition, % at 10 µM; 200,000 tested, 0.085% active; AID 1385;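 active = inhibition above 40% at the single screening dose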;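 note: 0% = DMSO control wells and 100% = blanks with heterologous ssDNA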
Target sequence (Q06609 whole entry, looked up): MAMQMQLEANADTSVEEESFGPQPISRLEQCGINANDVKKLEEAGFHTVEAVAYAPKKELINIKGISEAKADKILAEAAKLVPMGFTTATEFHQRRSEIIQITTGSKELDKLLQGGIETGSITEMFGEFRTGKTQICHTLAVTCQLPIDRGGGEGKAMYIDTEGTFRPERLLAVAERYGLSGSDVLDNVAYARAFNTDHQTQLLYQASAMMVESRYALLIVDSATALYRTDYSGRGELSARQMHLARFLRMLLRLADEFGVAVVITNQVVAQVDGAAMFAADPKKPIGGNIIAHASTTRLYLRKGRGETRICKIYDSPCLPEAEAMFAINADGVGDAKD
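material = hRad51 filaments on single-stranded DNA | reagent = Donor/quencher-labelled 47-bp dsDNA substrate | compound = 10 µM final, single point | schedule = strand-exchange reaction 15 min at room temperature | measured by = fluorescein emission 520 nm, excitation 485 nm | read-out basis = % inhibition versus plate control and blank means | benchmarks = plate controls and plate blanks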
hK5 inh: kallikrein 5 (human) inhibition. inhibition, % at 5 µM. Q9Y337. recombinant hK5, fluorogenic AMC substrate cleavage. 210,000 tested, 0.59% active;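 active = inhibition of 40% or more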;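 note: 0% = enzyme controls without compound and 100% = no-enzyme blanks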
FXIa inh: blocks human coagulation factor XIa protease activity | P03951 | inhibition, % at 5 µM | AID 798 | 220,000 tested, 0.14% active | purified FXIa, Boc-Glu-Ala-Arg-AMC fluorogenic substrate;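 active = inhibition of at least 40%; inactive = inhibition below 40%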;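 note: fluorescence of freed AMC excited at 355 nm; 0% = enzyme without compound and 100% = no enzyme blank; many of its hits are not listed in these tables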
Target sequence (P03951 19-387 limits assumed): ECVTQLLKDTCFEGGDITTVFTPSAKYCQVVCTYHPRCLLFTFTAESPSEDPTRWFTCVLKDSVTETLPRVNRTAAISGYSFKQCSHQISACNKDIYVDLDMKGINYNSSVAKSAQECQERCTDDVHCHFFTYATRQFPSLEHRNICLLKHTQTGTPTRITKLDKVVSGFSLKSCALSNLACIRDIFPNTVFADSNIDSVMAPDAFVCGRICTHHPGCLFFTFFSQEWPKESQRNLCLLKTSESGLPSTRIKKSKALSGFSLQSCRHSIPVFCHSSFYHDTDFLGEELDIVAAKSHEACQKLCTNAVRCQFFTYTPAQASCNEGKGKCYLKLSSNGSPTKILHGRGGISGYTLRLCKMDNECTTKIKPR
Target sequence (P03951 388-625 limits assumed): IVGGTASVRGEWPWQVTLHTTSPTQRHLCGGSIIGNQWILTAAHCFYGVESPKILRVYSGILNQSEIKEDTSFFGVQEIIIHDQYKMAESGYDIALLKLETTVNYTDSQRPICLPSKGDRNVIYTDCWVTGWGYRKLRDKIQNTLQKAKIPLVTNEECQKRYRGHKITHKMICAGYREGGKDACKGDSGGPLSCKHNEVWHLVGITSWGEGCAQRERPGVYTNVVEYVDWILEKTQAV
Wee1 degr inh: inhibitors of human Wee1 degradation; P30291; HeLa Luc-Wee1K328M stability, luciferase luminescence; 100% = proteasome inhibitor MG132 effect; reporter increase, % at 5 µM; 220,000 tested, 1.2% active;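 active = activation above the mean of all tested compounds plus 3 SD, set per screening run, cut at about 8.8% in these data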;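 note: cells exposed to compound for 20 h before luminescence read; 0% = DMSO alone and 100% = MG132 at 30 µM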
FXIIa inh 1536: blocks human coagulation factor XIIa protease activity. P00748. purified FXIIa, Boc-QGR-AMC fluorogenic substrate, 2 h. inhibition, % at 5 µM. 220,000 tested, 0.3% active; in the data active = inhibition above about 40%;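 note: 0% = enzyme with no compound and 100% = blank without enzyme; many of its hits are not listed in these tables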
Mdm2 ligase inh: inhibitors of human Mdm2 E3 ubiquitin ligase; Q00987; cell-based MDM2 ubiquitination luciferase reporter, 2 h; 0 = plate control, 100 = twice control, blank-subtracted; signal enhancement, % at 5 µM; 210,000 tested, 0.11% active;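 active = signal enhancement of 30% or more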;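 note: luminescence tracks abundance of the self-degrading MDM2-luciferase fusion protein; higher signal means inhibition of MDM2 E3 ligase activity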
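Material: stable MDM2–luciferase fusion reporter cells / Quantity: 2000 cells/well / Dosing: single 5 µM compound dose, 0.2% final DMSO / Buffer or medium: DMEM / Schedule: 4 h cell settling then 2 h compound exposure, 37 °C / Detection: luminescence with SteadyLite reagent, 15 min at room temperature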
Numbers without * were called inactive; x = no result given; & = joins results of further samples; [ ] = dose if it differs, or a comment.

SMILES	eIF4E-4G inh	p97 ATPase inh	14-3-3 Bad PPI	Rad51 HR inh	hK5 inh	FXIa inh	Wee1 degr inh	FXIIa inh 1536	Mdm2 ligase inh
N#Cc1cc2c(ccc3ccccc32)oc1=O	-1	4	-14	4	-8	-4	-3	5	1
CCC1=NN(C(=O)Cc2ccc(OC)cc2)C(O)(C(F)(F)F)C1 (stereo not drawn)	3	2	6	1	1	2	0	18	-6
Cc1nc(NCC2CCCO2)nc2c1C(=O)CC(C)(C)C2 (stereo not drawn)	6	0	-7[fluorescence artefact?]	-3	1	3	1	19	-6
CCn1c2ccccc2c2cc(NC(=O)Nc3ccc([N+](=O)[O-])cc3C)ccc21	-2	9	2	12	2	2	-3	9	x
CCN(CC(=O)Nc1ccc2c(c1)CCC2)Cc1nc2ccccc2c(=O)[nH]1	4	1	7	-7	-4	-12	0	-9	-13
CC(=O)Nc1ccc(OCC(O)Cn2c(C)nc3ccccc32)cc1 (stereo not drawn)	-1	-9	-6[fluorescence artefact?]	-1	-1	-8	0	7	-10
Cc1ccc2[nH]c(=O)c(C3C(C#N)=C(N)Oc4c3ccc3cccnc43)cc2c1 (stereo not drawn)	8	1	44	0	-177	3	-3	2	1
O=C(/C=C1\C(=O)Nc2ccccc21)/C=C1\C(=O)Nc2ccccc21	18	9	93*	-10	37	6	1	6	-10
CS(=O)(=O)N(CC(=O)O)c1ccc(Oc2ccccc2)cc1	-2	7	-11	3	-3	-9	-1	1	-10
CCOc1ccc(CSC2=NCCN2)cc1[N+](=O)[O-]	-1	6	-17	3	-25	6	-2	7	-11
Cc1ccccc1OC(C)C(=O)NCc1cccnc1 (stereo not drawn)	1	7	3	-24	-7	-6	0	-3	-12
O=C(CCc1ccccc1)NNc1cc(N2CCCCC2)nc(N2CCCCC2)n1	-2	4	-10	7	-17	-6	1	5	0
O=C(CCN1C(=O)C2C3CCC(C3)C2C1=O)Nc1ccc([N+](=O)[O-])cc1 (stereo not drawn)	0	0	-8	2	1	-5	-4	6	1
NNC(=O)C(=O)NCCCN1CCOCC1	0	5	9	x	0	-2	0	2	-8
CCOC(=O)c1nn(-c2ccc(OCC)cc2)c2nc(-c3ccco3)c(C#N)c(=O)n12	-3	-6	2	x	-16	6	0	6	3
OCc1nc2nc(Cl)c(Cl)nc2[nH]1	7	3	2	-34	33	-3	-3	2	-23
CNc1ncnc2sc(-c3ccccc3)cc12	4	6	10	x	x	2	-2	6	-22
Cc1ccc2[nH]c(=O)c3cc(C(=O)N(C)c4ccccc4C)sc3c2c1	1	-3	-2	1	-1	-2	3	8	-12
Cn1cnnc1SCC(=O)NCc1ccccc1	3	0	1	-9	1	12	-2	11	-4
O=C(c1ccc(OC2CCN(CCc3ccccc3)CC2)cc1)N1CCCC(CO)C1 (stereo not drawn)	-2	-4	-11	26	x	-3	6	6	-7

Part of the list above, limited to FXIIa inh 1536:
SMILES | FXIIa inh 1536
CNc1ncnc2sc(-c3ccccc3)cc12 | 6
Cc1ccc2[nH]c(=O)c3cc(C(=O)N(C)c4ccccc4C)sc3c2c1 | 8

The results go on.
SMILES	eIF4E-4G inh	p97 ATPase inh	14-3-3 Bad PPI	Rad51 HR inh	hK5 inh	FXIa inh	Wee1 degr inh	FXIIa inh 1536	Mdm2 ligase inh
COCCCNC(=S)NCCNc1nc2cc(C)cc(C)c2cc1C#N	3	1	-14	-168	3	-5	1	9	-5
O=[N+]([O-])c1cc(/C=N/N/C(=N/c2ccccn2)c2ccccn2)ccc1O	-1	3	-8	-22	-11	-3	-1	7	-10
Cc1cccc(NC(=O)c2ccc(C3SCC(=O)N3CCc3ccccc3)cc2)c1C (stereo not drawn)	-14	-1	7	2	-12	1	2	11	-17
Cc1nc2ccc(S(=O)(=O)N(C)CC(=O)N3CCc4ccccc43)cc2s1	1	-1	19[fluorescence artefact?]	-9	0	1	-4	5	11
C=C(C(=O)c1ccccc1)C(CC(=O)c1ccccc1)c1ccccc1 (stereo not drawn)	0[fluorescence artefact?]	0	-2[fluorescence artefact?]	5	-3	1	-1	4	-14
CCCCCC(=O)Nc1ccc(N2CCN(C(=O)c3ccccc3)CC2)cc1	4[fluorescence artefact?]	-8	82*	-7	-5	0	-1	17	0
O=C(NCc1ccco1)c1cnn2c(C(F)F)cc(-c3ccccc3)nc12	2[fluorescence artefact?]	0	-13[fluorescence artefact?]	-3	-30	-2	0	11	-14
CCOC(=O)N1CCC(NC(=O)CS(=O)Cc2nc(-c3ccc(OC)c(OC)c3)oc2C)CC1 (stereo not drawn)	7	-3	5	3	36	-5	-2	10	-19
COc1ccc(S(=O)(=O)N(C)c2ccc(C(=O)N3CCC(C(N)=O)CC3)cc2)cc1OC	-2	-2	6	-13	19	25	0	20	-89
COC(=O)C(C(=O)Nc1cc(C)on1)C1CCCCCC1 (stereo not drawn)	4[fluorescence artefact?]	1	-2[fluorescence artefact?]	7	-1	-2	1	-7	-12
Cc1ccc(CSCCC(=O)NCCc2ccc(Cl)cc2)cc1	-6[fluorescence artefact?]	4	8	-6	0	3	-3	11	-10
O=C(Nc1ccccc1Oc1ccccc1)c1cccc([N+](=O)[O-])c1	-1	0	-18	4	2	0	4	-6	-13
Clc1ccc(CN2CCN(/N=C/c3ccco3)CC2)cc1	1	5	-16	-25	0	-1	-2	3	-19
O=C(CNc1ccccc1)N/N=C/c1cc([N+](=O)[O-])ccc1N1CCCC1	-9	2	-4	-2	-4	-1	1	6	-8
COc1ccc(NC(=O)[C@H](COCc2ccccc2)NC(=O)OC(C)(C)C)cc1	-3	3	-2	-6	-13	-2	2	12	-4
Cc1ccc(OCCN2C(=O)c3ccccc3C2=O)cc1	3	-5	1	-1	35	-6	0	9	-8
COc1ccc(C(=O)c2c[nH]c(C(=O)N=CN(C)C)c2)cc1	4	8	7	2	-4	0	1	2	0
O=C(CCCc1cccs1)Nc1ccc2c(c1)OCO2	-3	6	-10	17	3	-3	1	2	-21
Clc1ccc(Cc2ccc(Cl)nn2)c(Cl)c1	0	-3	7	2	-9	-6	-2	0	-4
O=C(Nc1cccc(S(=O)(=O)N2CCCCC2)c1)C1CC(=O)N(Cc2ccco2)C1 (stereo not drawn)	-2	6	-9	8	0	3	2	7	-12
C[C@H]1CN=C2N(CCNC(=O)CCC3CCCCC3)[C@H](Cc3ccc(O)cc3)CN21	-2	6	-6	0	1	1	0	9	x
CCC(Sc1nc(C)cc(=O)[nH]1)C(=O)Nc1nc(-c2ccccc2)cs1 (stereo not drawn)	0	6	-11	2	-11	-10	2	-17	-16
CN(Cc1ccc(OC(F)F)cc1)Cc1nc2c(Br)cc(Br)cc2c(=O)[nH]1	-4	-8	-1	-5	-3	-1	0	5	-11
Cc1ccc2c(C)nc(N/C(N)=N/S(=O)(=O)c3ccc([N+](=O)[O-])cc3)nc2c1	-1	3	-17	x	-4	3	-2	6	-9
CC(=O)N1N=C(c2ccco2)CC1c1ccc(Br)cc1 (stereo not drawn)	3[fluorescence artefact?]	7	3	-11	-1	19	-2	21	-15
O=C(O)/C=C/C(=O)N1CCN(C(=O)/C=C/C(=O)O)CC1	4	3	6	-8	-2	-7	0	-4	-7
COc1ccc(OC)c(NC(=O)Cn2c(CCC(=O)O)ccc2-c2cccs2)c1	-13	1	5	-5	-9	2	0	17	13
O=C(O)c1ccc(N/N=C/c2cn(-c3ccccc3)nc2-c2cccs2)cc1	1	3	-7	17	-6	1	1	2	-27
COc1ccc(-c2nnc(OCc3ccccc3)c3ccccc23)cc1	-3	-4	5	-2	12	6	-1	4	-12
Cc1cc(C)n2cc(CSc3ncccc3C(=O)O)nc2n1	-5	-4	3	-15	-2	-9	0	-6	-13
Cc1c2ccccc2cc[n+]1CCCS(=O)(=O)[O-]	-4	3	0	8	-10	0	6	9	-19
O=c1onc(-c2ccc(Cl)cc2Cl)n1-c1cccnc1	-3	2	-6	14	-5	-3	6	2	-4
O=C(NCC1(c2ccccc2)CCCC1)c1ccccc1	2	1	-5	25	-12	5	-4	7	-1
COc1cc(CNn2cn[nH]c2=S)cc(Cl)c1OCc1ccc(F)cc1	0	3	5	-8	-6	6	4	12	-14
O=C(COc1ncnc2cc([N+](=O)[O-])ccc12)NC1CCCCC1	-1	4	9	x	-4	-3	-3	-2	-8
CC(=O)Nc1nonc1-c1nc2ccccc2n1CC1CC1	8	-5	-13	-13	-7	22	-1	28	-12
C[C@]12CCC3C(CC=C4C[C@@H](O)CC[C@@]43C)C1CCC2[C@]1(C)CCC(=O)O1 (stereo partly drawn)	-3	-6	3	-10	17	4	-4	16	-22
O=C(C1CCCCC1)N1CC(=O)N2CCc3ccccc3C2C1 (stereo not drawn)	-1	2	-4	-5	4	11	2	10	x
CCc1nc(Nc2ccc3c(c2)OCO3)c2oc3ccccc3c2n1	-2	4	70*[fluorescence artefact?]	x	-14	-3	-2	-5	-22
O=C(c1cccc(S(=O)(=O)N2CCOCC2)c1)N1CCN(Cc2ccc3c(c2)OCO3)CC1	2	2	-19	4	3	0	-3	13	4

Ordered by the number under 14-3-3 Bad PPI (lowest first): 5 from the list above.
| compound | 14-3-3 Bad PPI |
| --- | --- |
| Clc1ccc(CN2CCN(/N=C/c3ccco3)CC2)cc1 | -16 |
| Cc1ccc2[nH]c(=O)c3cc(C(=O)N(C)c4ccccc4C)sc3c2c1 | -2 |
| OCc1nc2nc(Cl)c(Cl)nc2[nH]1 | 2 |
| C[C@]12CCC3C(CC=C4C[C@@H](O)CC[C@@]43C)C1CCC2[C@]1(C)CCC(=O)O1 (stereo partly drawn) | 3 |
| COc1ccc(-c2nnc(OCc3ccccc3)c3ccccc23)cc1 | 5 |

The list continues:
SMILES	eIF4E-4G inh	p97 ATPase inh	14-3-3 Bad PPI	Rad51 HR inh	hK5 inh	FXIa inh	Wee1 degr inh	FXIIa inh 1536	Mdm2 ligase inh
N#CCn1cnc2sc(-c3ccccc3)cc2c1=O	22	3	19	-43	-5	-2	-3	4	-4
Nc1nc(SCC(=O)NCc2ccccc2Cl)[nH]c(=O)c1NC(=O)c1ccccc1F	10	3	-3[fluorescence artefact?]	7	-14	1	-3	4	2
CC(OC(=O)c1cc2sccc2n1C)C(=O)NCc1ccco1 (stereo not drawn)	4[fluorescence artefact?]	-9	23[fluorescence artefact?]	-17	2	-3	4	6	-2
OC[C@H]1O[C@@H](n2cnc3c(Nc4ccccc4)ncnc32)[C@H](O)[C@@H]1O	-2	-4	4	-3	-4	9	9	7	x
O=S(=O)(Nc1ccccc1N1CCCCC1)c1ccc(Cl)s1	1	-3	0	1	2	1	0	-6	-21
O=C(O)CSc1nc2ccccc2s1	5&2	-4&12	-4&5	-13&16	-1	-2	-1&1	6	-5&-8
COCCC(=O)Nc1ccc2c(c1)CN(C(=O)CSC)CC2	-3	-6	-8	x	21	23	-1	22	-5
CCn1c(SCC(=O)Nc2nc(C)c(C)s2)nc2cccnc21	-1[fluorescence artefact?]	-9	-8[fluorescence artefact?]	x	12	5	-2	13	12
CCOc1cc(/C=N/NC(=O)c2nn(C)cc2Br)ccc1OCc1ccccc1	0	4	-21	8	-17	2	0	10	-4
CCOc1ccccc1NC1=C(Cl)C(=O)N(Cc2ccccc2)C1=O	-4	-3	12	-7	0	19	-1	27	-18
Cc1ccc(S(=O)(=O)NC(=O)Nc2nccs2)cc1	-3	11	-1	9	-10	-7	-3	0	-16
CCOC(=O)C1=C(C)Nc2nc(C)nn2C1c1ccc(C)cc1 (stereo not drawn)	9	1	-1	x	2	7	-2	13	x
